Bioassay records from PubChem BioAssay.
CCT chaperon mod – modulators of cytosolic chaperonin (CCT/TRiC) activity; purified chaperonin ATPase assay, HTRF ADP detection, 30 min; activity change, % (test concentration not listed), hits read low; actives 0.3% (n = 360,000); in the data active = activity change below about -30%; note: % is set by controls: 0 for no effect and ±100 for the full control effect
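First, chaperonin was dispensed at 40 nM or 20 nM final depending on batch activity. Next, compounds were pinned at 76 uM and ATP added at 10 uM. After 30 min at 37 °C, ADP detection reagents ran 30 min at ambient temperature.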
WRN inhibitor – blocks human WRN helicase; Q14191; WRN helicase unwinding, fluorescent forked duplex, kinetic; Potency, µM (top dose mostly 114 µM), inactives show at the highest dose activity change, negative = inhibition, hits mostly inhibitors; actives 0.46% (n = 360,000); AID 651768; note: potency is the fitted concentration of half-maximal effect; % is set by controls: 0 for no effect and ±100 for the full control effect; nearly all actives have a fitted effect of over 55% in size
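Kinetic fluorescence helicase assay: unwinding of a quenched forked DNA duplex (100 nM final) with 2 mM ATP final raises red fluorescence (525/598 nm). Compounds sat 15 min at room temperature with 20 nM WRN beforehand.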
PI5P4K alpha inh – blocks human PI5P4K alpha kinase activity; PI5P4Kalpha enzyme, ADP-Glo luminescence, 60 min; stronger effect = lower value; max response, %; actives 1.2% (n = 330,000); AID 652105; active = max response of -50% or lower; inconclusive = between -30% and -50%; inactive = -30% or higher; note: value at the top dose of about 77 µM; % is set by controls: 0 for no effect and ±100 for the full control effect
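Quantitative HTS of the MLSMR library against PI5P4Kalpha with substrate. ATP added last at 5 microM final; room temperature, 60 minutes. Remaining ATP depleted, ADP converted and read as luminescence.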
EPAC1 antag – EPAC1 (human) antagonism. O95398. EPAC1 GEF assay, Rap1b-BODIPY-GDP exchange fluorescence. Potency, µM (doses to about 115 µM), for the others: top-dose activity change, negative = inhibition, most hits filed as inhibitors. actives 0.14% (n = 360,000);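 note: potency is the fitted concentration of half-maximal effect; plate controls were vehicle for no effect and positive control for full effect; nearly all actives have a fitted effect of over 50% in size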
Target sequence (O95398 whole entry, looked up): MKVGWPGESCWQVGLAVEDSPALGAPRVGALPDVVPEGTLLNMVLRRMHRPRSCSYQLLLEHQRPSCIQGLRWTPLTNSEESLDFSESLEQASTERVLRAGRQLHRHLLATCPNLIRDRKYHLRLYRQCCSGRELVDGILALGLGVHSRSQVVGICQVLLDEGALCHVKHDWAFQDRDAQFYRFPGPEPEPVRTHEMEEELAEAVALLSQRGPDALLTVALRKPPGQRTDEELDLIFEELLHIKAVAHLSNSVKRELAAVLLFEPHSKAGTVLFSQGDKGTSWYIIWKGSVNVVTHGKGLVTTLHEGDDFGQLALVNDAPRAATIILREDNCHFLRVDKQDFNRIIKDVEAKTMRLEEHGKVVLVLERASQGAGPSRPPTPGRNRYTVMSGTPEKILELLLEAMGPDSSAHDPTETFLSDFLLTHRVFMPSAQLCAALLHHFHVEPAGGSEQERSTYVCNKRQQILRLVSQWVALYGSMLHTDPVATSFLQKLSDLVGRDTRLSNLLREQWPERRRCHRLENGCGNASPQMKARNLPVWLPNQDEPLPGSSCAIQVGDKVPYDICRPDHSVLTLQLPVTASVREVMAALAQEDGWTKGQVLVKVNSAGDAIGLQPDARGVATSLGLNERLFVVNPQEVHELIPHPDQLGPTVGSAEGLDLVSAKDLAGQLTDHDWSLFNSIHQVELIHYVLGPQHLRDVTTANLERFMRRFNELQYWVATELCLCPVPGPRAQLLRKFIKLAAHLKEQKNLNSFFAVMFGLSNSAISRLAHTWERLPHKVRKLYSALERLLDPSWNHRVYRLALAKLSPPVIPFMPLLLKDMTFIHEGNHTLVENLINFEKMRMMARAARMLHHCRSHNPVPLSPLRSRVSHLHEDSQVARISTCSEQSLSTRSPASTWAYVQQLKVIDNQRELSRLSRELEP
EPAC2 antag – EPAC2 (human) antagonism; Potency, µM (top dose mostly 114 µM), without a hit: at the highest dose activity, negative = inhibition, usual class: inhibitors; actives 0.18% (n = 360,000); EPAC2 GEF exchange of Rap1B-BODIPY-GDP, fluorescence; note: potency is the fitted concentration of half-maximal effect; % is set by controls: 0 for no effect and ±100 for the full control effect; nearly all actives have a fitted effect of over 45% in size; many of its hits are not listed in these tables
PLK1 PBD inh – inhibitors of human PLK1 polo-box domain binding; Potency, µM, inactives show max response, negative = inhibition, usual class: inhibitors; Plk1 PBD binding of FITC phosphopeptide, fluorescence polarization; actives 2.8% (n = 360,000); note: potency is the fitted concentration of half-maximal effect; series mostly up to about 57 µM; % is set by controls: 0 for no effect and ±100 for the full control effect; nearly all actives have a fitted effect of over 65% in size
MmCpn inh – inhibitors of Methanococcus maripaludis chaperonin (MmCpn) | actives 0.031% (n = 330,000) | purified Mm-Cpn ATPase, ADP Transcreener TR-FRET | Potency, µM (series often up to 76.9 µM), for the others: at the highest dose activity, negative = inhibition, most hits filed as inhibitors | AID 504842; note: potency is the fitted concentration of half-maximal effect; % is set by controls: 0 for no effect and ±100 for the full control effect; nearly all actives have a fitted effect of over 80% in size
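Compound-treated chaperonin, 25 nM final, turns over 10 uM ATP at 37°C for 30 min following a 10 min preincubation; ADP generated competes with ADP-d2 for Eu-cryptate antibody, lowering FRET.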
EPAC1 agonist – activates human EPAC1 exchange factor; actives 0.073% (n = 360,000); Potency, µM (series often up to 154 µM), without a hit: at the highest dose activation, most hits filed as activators; EPAC1 agonist qHTS, biochemical assay; response scale: 100% = response to 6.5 mM cAMP; AID 720707; note: potency is the fitted concentration of half-maximal effect; nearly all actives have a fitted effect of over 60% in size
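Multi-concentration qHTS readout: loss of Rap1B-bound BODIPY-GDP fluorescence driven by 100 nM EPAC1 with excess GDP (50 uM), monitored kinetically at room temperature; agonist response expressed relative to 6.5 mM cAMP.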
Starred values were filed as active, the others as inactive; ? = inconclusive; / = no result given; [ ] = remark or other dose. Unless noted, calls come from the whole dose curve; as a rule, active = well fitted curve in the direction sought with a large enough effect; inconclusive = small, poorly fitted or top-dose-only effect, or another doubt; inactive = no such curve, though single readings can be large; an effect the other way counts as inactive or inconclusive. A portion of the library, so the mix of outcomes need not match the whole.

(1) COc1ccccc1NC(=O)N1CCCC1C(=O)Nc1ccc2c(c1)OCO2 (stereo not given)
(2) O=C(/C=C/c1ccc(OCCCF)cc1)N1CCOCC1
(3) O=C(Nc1ccccc1)c1ccccc1NC(=O)c1ccccc1C(=O)O
(4) CN(C)/C=C(\C#N)C(=O)N/N=C/c1ccc(F)cc1
(5) CC1(Cc2ccccc2C#N)C(=O)Nc2ccc(OC(F)(F)F)cc21 (stereo not given)
(6) O=C1c2ccccc2NC(c2ccc(-c3cccc(F)c3)o2)N1O (stereo not given)
(7) CC(=O)C[C@H](O)CC(=O)[C@H]1OC(=O)[C@@H](C)CCCCc2ccccc21
(8) CS(=O)(=O)c1ccccc1COC(=O)Nc1ccc(Cl)cc1
(9) CC(OC(=O)C1CCCC1)C(=O)Nc1ccc(S(N)(=O)=O)cc1 (stereo not given)
(10) Cc1cc(C)nc(SCC(=O)c2ccc(Cl)cc2)n1

assay / entry	1	2	3	4	5	6	7	8	9	10
CCT chaperon mod	-0.8	0.0	-0.9	-0.8	-2.7	/	-2.6	0.2	1.0	-5.6
WRN inhibitor	-4%	-2%	11%	-5%	5%[57.1 µM]	/	1%	-15%	-3%	-5%
PI5P4K alpha inh	1	0	5	0	7	/	1	/	1	-2
EPAC1 antag	-2%	3%	-2%	13%	-22%	-26%	-9%	-7%	-14%	-13%
EPAC2 antag	-7%	14%	-1%	1%	?	9%	6%	-23%	-3%	?
PLK1 PBD inh	-14%	4%	-17%	-4%	-9%	/	-8%	1%	3%	-8%
MmCpn inh	1%	1%	/	1%	/	?	-2%	2%	-2%	-1%
EPAC1 agonist	-2%	5%	-8%	8%	-21%	-11%	-10%	12%	-10%	-2%

Copied from the list:
Under CCT chaperon mod, compound 5 is entered as -2.7
Under PLK1 PBD inh, compound 7 is entered as -8%
Under PI5P4K alpha inh, compound 10 is entered as -2

More compounds follow:
(11) CC(C)(C)NC(=O)CSc1nnc(SCC(=O)NC(C)(C)C)s1
(12) O=C1C(=O)c2c(ccc3ccccc23)-c2ccccc21
(13) Cn1cc(CN(CCO)Cc2cccs2)c(-c2ccccc2F)n1
(14) COc1ccc(C)cc1S(=O)(=O)N1CCN(Cc2ccccc2)CC1
(15) O=C1CCC[C@@H]2Cc3nc4ccc(Cl)cc4cc3[C@@H]3CCN1[C@H]23
(16) Cc1ccc(S(N)(=O)=O)cc1
(17) C/C(=N\Nc1cc(Cl)nc(C)n1)c1ccccc1
(18) O=C(CCN1C(=O)C2C3CCC(C3)C2C1=O)Nc1ccc(Br)cc1 (stereo not given)
(19) CSCCC(NS(=O)(=O)c1ccc2c(c1)oc(=O)n2C)C(=O)NC1CCCCC1 (stereo not given)
(20) Cc1ccc(NC(=O)COC(=O)c2oc3ccccc3c2C)cc1S(=O)(=O)N1CCOCC1

assay / entry	11	12	13	14	15	16	17	18	19	20
CCT chaperon mod	-5.2	1.9	0.9	-0.9	1.6	-2.3	-2.0	1.0	-0.2	-4.5
WRN inhibitor	-1%	-10%[11.6 µM]	2%	-2%	-4%	3%	0%	12%	3%	-8%
PI5P4K alpha inh	4	8	-1	5	2	-2	/	-3	1	-16
EPAC1 antag	-4%	-24%	-6%	-7%	-20%	11%	4%	18%	?	6%
EPAC2 antag	-4%	-29%	-4%	-2%	-4%	-2%	1%	4%	10%	8%
PLK1 PBD inh	-5%	-21%	-12%	-14%	1%	1%	-3%	-9%	-1%	-5%
MmCpn inh	0%	/	-2%	2%	/	2%	1%	4%	0%	-5%
EPAC1 agonist	-2%	17%	-7%	9%	-13%	-16%	-3%	5%	-8%	4%

(21) COc1ccc(-n2nnnc2CNC(=O)c2c(-c3ccccc3Cl)noc2C)cc1
(22) O=C(Cc1c[nH]c2ccccc12)NCC(=O)Nc1ccc(F)c(F)c1F
(23) CCOC(=O)N1CCN(C(=O)c2cc3c(=O)n4cccc(C)c4nc3s2)CC1
(24) COc1cccc(N2CCN(C(=O)CCC(=O)N3CCOc4ccc(C)cc43)CC2)c1
(25) COc1cccc(NC(=O)N2CCN(c3nc(-c4cccc(OC)c4)cs3)CC2)c1
(26) COc1ccc(CN2CCN(C(C)C(=O)N3CCc4ccccc43)CC2)cc1OC (stereo not given)
(27) CCOC(=O)CN1C(=O)/C(=C/c2c(F)cccc2Cl)Oc2ccccc21
(28) Cn1c(N)c(C(=O)COC(=O)c2ccco2)c(=O)n(C)c1=O
(29) Cc1nc(NS(=O)(=O)c2ccccc2)sc1NC(=O)Nc1ccccc1
(30) CCCC[n+]1ccn(-c2nc3ccccc3nc2[N-]S(=O)(=O)c2cccs2)c1

assay / entry	21	22	23	24	25	26	27	28	29	30
CCT chaperon mod	-0.9	-1.3	-1.7	0.6	0.7	-3.2	-1.2	-3.4	-1.2	-1.6
WRN inhibitor	10%	4%	4%	0%	-7%	2%[57.1 µM]	-8%[57.1 µM]	3%	0%	-7%
PI5P4K alpha inh	-4	4	0	12	-6	-1	17	-2	-4	9
EPAC1 antag	3%	-14%	22%	-25%	-23%	3%	-7%	0%	0%	12%
EPAC2 antag	-3%	5%	-4%	-6%	-20%	8%	-21%	-3%	1%	1%
PLK1 PBD inh	-7%	1%	-3%	3%	-7%	-4%	3%	-9%	-28%	-4%
MmCpn inh	/	1%	0%	-2%	-8%	1%	-2%	0%	-14%	-4%
EPAC1 agonist	-2%	-13%	8%	0%	6%	9%	7%	7%	10%	11%

The closing 3 entries of the part above lead into the next.
(28) Cn1c(N)c(C(=O)COC(=O)c2ccco2)c(=O)n(C)c1=O
(29) Cc1nc(NS(=O)(=O)c2ccccc2)sc1NC(=O)Nc1ccccc1
(30) CCCC[n+]1ccn(-c2nc3ccccc3nc2[N-]S(=O)(=O)c2cccs2)c1
(31) CSc1nc(Nc2ccc(Cl)cc2)c(C#N)c(=O)[nH]1
(32) Cc1nnc(SCC(=O)NC2CCCCC2)n1-c1ccccc1
(33) CC1CCN(S(=O)(=O)N2CCC(C(=O)NCc3ccc(F)cc3Cl)CC2)CC1
(34) COc1cccc2sc(/N=C/N(C)C)nc12
(35) CCc1ccc(OCCNC(=O)c2ccco2)cc1
(36) O=C(NCc1ccccc1)C1=C[C@H](c2ccc(Br)cc2)C[C@H](OCCCCO)O1
(37) COCCCNC(=S)NNC(=O)c1cc(Cl)c(O)c(Cl)c1
(38) CCCCn1c(N)c(N(CCOC)C(=O)c2cc(-c3ccncc3)nc3ccccc23)c(=O)[nH]c1=O
(39) CCOc1ccc(OCCC(=O)NNC(=O)c2nn(C)c(=O)c3ccccc23)cc1
(40) Cc1ccc(NC(=O)c2cccc(OCc3c(C)noc3C)c2)cc1

assay / entry	28	29	30	31	32	33	34	35	36	37	38	39	40
CCT chaperon mod	-3.4	-1.2	-1.6	-1.6	1.6	-2.0	-1.9	3.0	0.2	0.9	-0.3	-3.8	-2.2
WRN inhibitor	3%	0%	-7%	-24%	15%	14%	0%	3%	-5%	-2%	-29%	3%[11.6 µM]	-9%
PI5P4K alpha inh	-2	-4	9	-18	-3	-13	1	-3	-21	3	-3	-22	-4
EPAC1 antag	0%	0%	12%	-18%	9%	6%	5%	14%	-9%	-25%	3%	-10%	-20%
EPAC2 antag	-3%	1%	1%	-2%	-8%	6%	-4%	-3%	-21%	3%	-2%	-5%	-10%
PLK1 PBD inh	-9%	-28%	-4%	-3%	1%	-8%	3%	4%	-12%	-12%	-3%	4%	-6%
MmCpn inh	0%	-14%	-4%	2%	/	/	2%	1%	/	2%	-2%	-1%	3%
EPAC1 agonist	7%	10%	11%	-5%	-7%	5%	1%	-3%	-8%	3%	2%	6%	6%

(41) COC(=O)c1ccc(CNC(=O)c2ccccc2C(=O)NCC2(CBr)OCCO2)cc1
(42) COc1cccc(S(=O)(=O)N(C)C[C@H]2Oc3ncc(Br)cc3C(=O)N([C@H](C)CO)C[C@H]2C)c1
(43) O=C(Oc1cccc(Cl)c1)N1CCOCC1
(44) O=C(NC1(C(F)(F)F)C(=O)Nc2c1c(=O)[nH]c(=O)n2Cc1ccco1)C1CC1 (stereo not given)
(45) Cc1ccccc1N1CCN(c2ncnc3scc(-c4cccs4)c23)CC1
(46) CCCn1c(NC(=S)Nc2ccccc2)nc2ccccc21
(47) O=C(Cn1c(CO)nc2ccccc21)NCCc1ccc(F)cc1
(48) O=C(Cc1cccc2ccccc12)Nc1ccc(-c2cc3ccccc3oc2=O)cc1
(49) CN(Cc1ccco1)C(=O)c1c[nH]c2ccc(S(=O)(=O)Nc3ccc4c(c3)OCCO4)cc2c1=O
(50) COC(=O)c1ccc(COC(=O)CNC(=O)C2CCCCC2)cc1
(51) O=C1OC(c2cc(Br)c(O)c(Br)c2)c2ccccc21 (stereo not given)
(52) Cc1cc(=O)n2c(n1)NC(=NCc1ccccc1)NC2c1ccccc1 (stereo not given)

assay / entry	41	42	43	44	45	46	47	48	49	50	51	52
CCT chaperon mod	-3.5	-0.4	2.3	2.0	-0.7	0.2	-0.3	2.3	1.7	-3.5	-4.2	-0.2
WRN inhibitor	2%	3%	0%	7%	-7%	-6%	-10%	-3%	-19%	-2%	-1%	-2%
PI5P4K alpha inh	2	-4	-10	-1	/	0	0	-1	-7	0	-6	-7
EPAC1 antag	-1%	-14%	3%	-3%	0%	4%	-9%	?	3%	-28%	-2%	14%
EPAC2 antag	-10%	4%	1%	9%	0%	-2%	3%	27%	-4%	14%	-27%	-5%
PLK1 PBD inh	-4%	-4%	5%	-9%	4%	?	-4%	10%	-4%	-6%	-14%	-1%
MmCpn inh	/	/	0%	-1%	-5%	-1%	-4%	?	1%	1%	/	-1%
EPAC1 agonist	6%	-4%	3%	-3%	7%	-14%	6%	0%	-4%	3%	3%	8%

Not a retest: an excerpt of the list.
(41) COC(=O)c1ccc(CNC(=O)c2ccccc2C(=O)NCC2(CBr)OCCO2)cc1
(42) COc1cccc(S(=O)(=O)N(C)C[C@H]2Oc3ncc(Br)cc3C(=O)N([C@H](C)CO)C[C@H]2C)c1
(43) O=C(Oc1cccc(Cl)c1)N1CCOCC1

assay / entry	41	42	43
CCT chaperon mod	-3.5	-0.4	2.3
WRN inhibitor	2%	3%	0%
PI5P4K alpha inh	2	-4	-10
EPAC1 antag	-1%	-14%	3%
EPAC2 antag	-10%	4%	1%
PLK1 PBD inh	-4%	-4%	5%
MmCpn inh	/	/	0%
EPAC1 agonist	6%	-4%	3%
